# Screens (PubChem)
# GLD-1 RNA inh: GLD-1/TGE RNA complex disruptors, primary screen, biochemical, fluorescence polarization. purified GLD-1 + fluorescein TGE RNA. 320,000 compounds, 0.44% hits. inhibition, % at 5.96 µM. Female germline-specific tumor suppressor gld-1 (Caenorhabditis elegans), Q17339. AID 2280, 2010;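 active = percent inhibition above a per-plate cutoff, the plate mean of test compounds plus 3 SD, cut at about 30% in these data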;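 note: 0% = DMSO wells with GLD-1 and probe and 100% = wells lacking GLD-1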
# MCL1-BIM inh: inhibitors of MCL1 binding to BIM-BH3, primary screen, biochemical, fluorescence polarization. GST-MCL1 / FITC-Bim-BH3 fluorescence polarization. Induced myeloid leukemia cell differentiation protein Mcl-1 (Homo sapiens), Q07820. 320,000 compounds, 0.68% hits. AID 2057, 2009. inhibition, % at 10.9 µM;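 active = inhibition above the mean inhibition of all tested compounds plus 3 SD, set per campaign, cut at about 40% in these data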;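 note: 0% = DMSO wells and 100% = unlabeled Bim-BH3 peptide control; higher means more loss of mP so more displacement of Bim peptide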
# Target sequence (Q07820 whole entry, looked up): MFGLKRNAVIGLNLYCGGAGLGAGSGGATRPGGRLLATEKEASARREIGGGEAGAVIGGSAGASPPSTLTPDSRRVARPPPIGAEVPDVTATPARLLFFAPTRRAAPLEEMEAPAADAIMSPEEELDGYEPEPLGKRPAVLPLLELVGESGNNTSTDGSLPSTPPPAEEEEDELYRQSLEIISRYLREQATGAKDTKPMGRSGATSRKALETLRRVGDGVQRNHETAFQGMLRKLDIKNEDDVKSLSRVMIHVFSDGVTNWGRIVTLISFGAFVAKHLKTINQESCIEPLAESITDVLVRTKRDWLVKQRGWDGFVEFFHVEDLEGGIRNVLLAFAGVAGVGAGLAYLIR
# AGP1-GFP MLPCN: modulators of AGP1-GFP expression in yeast TOR pathway, primary screen, cell-based, multiplex flow cytometry, S. cerevisiae, MLPCN library | 3 h; GFP as percent of DMSO wells | GFP response vs DMSO, % at 10 µM | 320,000 compounds, 0.02% hits | AID 2066, 2009;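 active = GFP response relative to DMSO above a set limit, near screen average plus 3 SD, cut at about 150% in these data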;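 note: median GFP channel fluorescence of the gated AGP1 strain per well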
# Bcl-xL primary: inhibitors of human Bcl-xL, primary screen, biochemical, fluorescence polarization, HTS | Bcl-2-like protein 1 (Homo sapiens), Q07817 | GST-Bcl-xL / FITC-Bim BH3 peptide fluorescence polarization | inhibition, % at 10.9 µM | 320,000 compounds, 0.7% hits;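 active = inhibition above the mean of all tested compounds plus 3 SD, cutoff set per campaign, cut at about 30% in these data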;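 note: 0% = DMSO wells and 100% = unlabeled Bim-BH3 peptide competitor; inhibitors lower millipolarization by displacing the labeled peptide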
# Target sequence (Q07817 whole entry, looked up): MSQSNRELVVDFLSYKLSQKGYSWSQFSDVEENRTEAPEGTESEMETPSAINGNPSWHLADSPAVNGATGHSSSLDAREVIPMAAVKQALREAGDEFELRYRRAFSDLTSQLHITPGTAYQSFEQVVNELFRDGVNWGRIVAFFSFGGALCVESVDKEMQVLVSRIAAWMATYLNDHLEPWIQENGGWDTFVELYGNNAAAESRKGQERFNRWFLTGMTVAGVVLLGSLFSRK
# VLA-4 inh: inhibition in human VLA-4 binding assay, primary screen, VLA-4 allosteric modulator project, MLPCN library, flow cytometry, VLA-4 expressing cells. Integrin alpha-4 (Homo sapiens), P13612. ligand binding flow cytometry. inhibition, % (about 7 µM as worked out from the volumes in the protocol). 330,000 compounds, 0.2% hits. AID 2557, 2010; in the data active = inhibition above about 50%
# GRK2 aptamer HTS: compounds blocking aptamer binding on GRK2 – biochemical, human GRK2, bead flow cytometry, HTS, primary screen. inhibition of aptamer binding, % at 10 µM. Beta-adrenergic receptor kinase 1 (Homo sapiens), P25098. 330,000 compounds, 0.59% hits. FAM-aptamer displacement from GRK2;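 active = inhibition of aptamer binding above 40%, roughly 3 SD of noise, on plates passing a quality check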;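 note: median bead fluorescence of bound FAM aptamer so fluorescent compounds give negative values; no value below 0 was filed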
# MEX-5 binding: MEX-5 zinc finger RNA-binding disruptors – biochemical, C. elegans, fluorescence polarization, MLPCN library, primary screen; activity score (negative = inhibition of binding), % at 10 µM; 300,000 compounds, 0.38% hits; MEX-5/FITC-TCR2 RNA binding; active compounds read low; Zinc finger protein mex-5 (Caenorhabditis elegans), Q9XUB2;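 active = inhibition past about -25% in most replicates, and total fluorescence under double the plate's negative control median, limit read from the data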;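 note: 0% = DMSO and -100% = 5 µM competing unlabeled TCR2 RNA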
# Target sequence (Q9XUB2 whole entry, looked up): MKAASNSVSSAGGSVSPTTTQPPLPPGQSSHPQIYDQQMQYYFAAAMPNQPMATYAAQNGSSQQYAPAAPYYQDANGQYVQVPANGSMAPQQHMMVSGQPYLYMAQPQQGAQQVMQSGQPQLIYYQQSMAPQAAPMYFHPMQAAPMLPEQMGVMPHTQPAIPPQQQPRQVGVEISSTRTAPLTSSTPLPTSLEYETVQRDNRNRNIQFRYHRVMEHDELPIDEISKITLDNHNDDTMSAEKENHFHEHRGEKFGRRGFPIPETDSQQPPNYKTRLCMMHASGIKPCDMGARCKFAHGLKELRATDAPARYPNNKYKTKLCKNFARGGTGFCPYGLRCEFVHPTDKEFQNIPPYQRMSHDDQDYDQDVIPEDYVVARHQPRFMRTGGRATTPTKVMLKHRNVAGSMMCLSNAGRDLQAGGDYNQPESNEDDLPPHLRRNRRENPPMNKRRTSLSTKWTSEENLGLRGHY
# Fam108B counter: mouse Fam108B serine hydrolase inhibitors, primary screen, counter-screen for RBBP9 inhibitor project, biochemical, fluorescence polarization; recombinant Fam108B, FP-Rh probe fluorescence polarization; inhibition, % at 9.51 µM; 300,000 compounds, 0.33% hits; AID 1947, 2009;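 active = inhibition above the screen mean inhibition plus 3 SD, computed separately per campaign, cut at about 18% in these data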;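 note: inhibitors lower polarization as less probe binds the enzyme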
# CIT2 TOR yeast: modulators of CIT2-GFP expression in yeast, primary screen, S. cerevisiae, GFP fusion, multiplex flow cytometry, MLPCN library; AID 2029, 2009; 320,000 compounds, 0.065% hits; GFP response vs DMSO, % at 10 µM; S. cerevisiae CIT2-GFP strain, 3 h; 100 means same as DMSO wells;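 active = GFP response relative to DMSO above a set limit, near the screen mean plus 3 SD, cut at about 150% in these data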;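 note: ratio of well median GFP fluorescence to mean of DMSO wells on the plate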
# An asterisk follows results filed as active; x = no result given; & = joins results of further samples. Outcome played no part in choosing rows. About 2.2% of those tested had a hit in this group.
SMILES,GLD-1 RNA inh,MCL1-BIM inh,AGP1-GFP MLPCN,Bcl-xL primary,VLA-4 inh,GRK2 aptamer HTS,MEX-5 binding,Fam108B counter,CIT2 TOR yeast
Cc1cc(C)n2cc(CSc3nc4cc(Cl)ccc4o3)nc2n1,-3,-6,86,-7,3,0,-0.3,-2,115
O=S(=O)(/N=C(/Nc1cccnc1)c1ccccc1)c1ccc(F)cc1F,1,x,87,x,22,1,x,x,88
CCNC(=O)c1ccc(NC(=O)CC2SC(N3CCCC3)=NC2=O)cc1 (centres undefined),5,3,91,1,2,0,-1.4,1,83
Cc1ccc(S(=O)(=O)NCC(=O)OC2CCOC2=O)cc1 (centres undefined),2,4,93,5,7,1,0.6,4,96
CCOC(=O)c1cccc(NC(=O)c2c(N)n(C)c(=O)[nH]c2=O)c1,7,7,116,4,-18,1,1.8,0,104
CC(C)(C)/C(O)=C(/C#N)c1nc2ccccc2[nH]1,-9,-1,108,1,11,1,-0.6,-2,92
Cc1ccc(S(=O)(=O)N2CCN(C(=O)CC(C)C)CC2)cc1,1,-1,91,-1,-11,2,-0.2,1,90
COc1cc(C(=S)N2CCOCC2)ccc1OS(=O)(=O)c1ccc(C)cc1,2,10,97,3,29,1,-0.4,-1,93
COc1ccc(-n2nc(C(=O)NCC(=O)NCC3COc4ccccc4O3)c3ccccc3c2=O)c(OC)c1 (centres undefined),-2,5,88,-1,3,3,-1.9,6,87
Cc1ccccc1S(=O)(=O)Cc1ccc(C(=O)NCCCN2CCC(C)CC2)o1,-5,5,99,5,5,0,0.2,2,100
O=C(NCCCNC(=O)c1c(Cl)cccc1Cl)c1c(Cl)cccc1Cl,6,0,106,3,-5,1,-1.5,0,93
Brc1ccc(-c2csc3ncnc(-n4nnc5ccccc54)c23)cc1,-5,0,84,-2,-2,1,-0.7,-8,82
CC(C)N(Cc1ccccc1)C(=O)COC(=O)c1ccc2c(c1)OCCO2,-3,1,95,3,-2,0,2.5,4,102
O=C(COc1ccc(C(=O)NCCN2CCOCC2)cc1)Nc1cccc(C(F)(F)F)c1,2,-4,101,0,6,0,-0.5,-6,93
COc1cc(C(=O)N(Cc2ccccc2)c2cccc(C)c2)ccc1OC(F)F,1,0,103,2,14,4,-2.3,-3,104
O=C(NC(=S)NC1CCC(O)CC1)c1ccco1 (centres undefined),1,x,103,x,-6,0,x,x,92
CCOC(=O)C(Cc1ccc(NC(=O)/C(=C\c2ccccc2)NC(=O)c2ccccc2)cc1)N1C(=O)c2ccccc2C1=O (centres undefined),2,3,101,6,12,0,2.9,-23,97
COCCCC/C(=N\OCCN)c1ccc(C(F)(F)F)cc1,5&-1&6&-9,0&0&0&5,95&89&98&89,0&9&1&5,12&-14&44&-24,0&0&0&0,-1.1&3.2&-0.8,3&2&1&5,102&92&98&85
CC1CN(c2oc(COc3ccc(Cl)cc3Cl)nc2C#N)CC(C)O1 (centres undefined),5,4,94,4,9,0,1.7,-5,89
CC(C)CNC(=O)NC(=O)COC(=O)c1cc(F)cc(F)c1,4,-19,94,-2,24,0,3.1,2,96
COC(=O)c1nn(Cc2ccccc2)c(=O)c2ccccc12,0,-21,97,-4,21,0,0.8,1,99
CCCC(c1nnnn1CCOC)N1CCN(c2nc3ccccc3s2)CC1 (centres undefined),-6,-2,93,0,25,1,-1.2,-2,93
O=c1oc2ccccc2c(Nc2cccc3ccccc23)c1[N+](=O)[O-],4,-1,103,-10,-6,0,-2.4,2,98
CC(=O)Nc1ccc(C(=O)OCC(=O)N2CCN(C(=O)c3ccco3)CC2)cc1,2,-4,98,1,2,0,x,x,108
CCCOc1ccc(/C=N/Nc2cccc([N+](=O)[O-])c2)c(O)c1,4,5,97,3,9,0,2.8,6,107
C=CCNC(=O)c1ccc2c(=O)n(Cc3ccccc3OC)c(=S)[nH]c2c1,-3,-3,97,-5,-11,0,3.8,1,104
CCOC(=O)c1cnn(-c2ccc([N+](=O)[O-])cc2)c1N,1,5,100,5,9,0,0.7,-2,93
O=C(O)c1cc([N+](=O)[O-])c(NCCC2=CCCCC2)c([N+](=O)[O-])c1,2,-4,69,-1,-4,9,-2.3,5,84
CCOC(=O)c1sc(NC(=O)c2cccc(S(=O)(=O)N3CCN(C)CC3)c2)cc1C,5,-10,100,1,-3,3,-2.6,-1,97
Cc1cnc(C(=O)OCC(=O)Nc2cc(S(=O)(=O)N3CCCCC3)ccc2Cl)cn1,-2,-16,98,4,13,1,1.1,2,95
CCCNC(=O)CCCN1C(=O)c2ccccc2Sc2ncccc21,-6,-5,93,3,-9,0,1.1,3,99
O=C(Nc1ccccc1-c1ccccc1NC(=O)c1ccco1)c1ccco1,-4,1,105,0,17,0,1.8,0,106
Cc1ccc(-c2csc3ncn(CC(=O)NCC(c4ccco4)N4CCCC4)c(=O)c23)cc1 (centres undefined),-1,-3,98,-1,7,78*,x,x,104
CN(CCc1ccccn1)C(=O)c1cc(COc2ccc(F)cc2F)on1,5,1,102,5,14,0,-2.1,-3,96
CC(=O)N1c2ccc(S(=O)(=O)NCC3CCC(C(=O)NC4CCC(C)CC4)CC3)cc2CC1C (centres undefined),1,1,95,1,0,14,1.3,-5,101
Nn1c(C2COc3ccccc3O2)n[nH]c1=S (centres undefined),4,11,107,0,4,4,-1.2,-4,98
N#Cc1ccc(NC(=O)Nc2ccc(Oc3ccc(NC(=O)Nc4ccc(C#N)cc4)cc3)cc2)cc1,9,-1,90,4,-1,0,0.8,-59,96
Cc1ccc(NC(=O)C(C)SCc2nc3sc(C)c(C)c3c(=O)[nH]2)nc1 (centres undefined),3,7,98,13,-24,0,1.5,11,105
CCOc1ccc(NC(=O)c2ccc(NS(=O)(=O)c3cccs3)cc2)cc1,-4,4,103,5,4,4,-2.0,-1,108
Oc1ccc2ccccc2c1C=Nc1cc(C(F)(F)F)ccc1N1CCCC1,4,5,x,4,-173,1,-4.5,-3,102
Cc1ccc(-c2[nH]ncc2/C=N/n2c(C)nc3ccccc3c2=O)cc1,6,-16,115,-6,-6,2,1.3,-6,102
Cc1n[nH]c(=O)nc1N1CCN(c2ccccc2)CC1,4,8,100,0,4,0,0.0,-6,95
Cc1nc2c(Br)cc(Br)cc2cc1O,10,3,86,1,9,0,0.8,3,x
CCCCN1CC[C@H]2C=CC[C@@H](C(=O)N3CCN(c4ccccc4)CC3)[C@H]2C1=O,-5,4,99,5,-5,0,0.6,7,100
FC(F)Oc1ccc(-n2cc(-c3ccc(Cl)cc3)[n+]3c2CCCCC3)cc1,4,1,104,-5,-1,0,-1.6,-3,96
CCn1c2ccccc2c2cc(NC(=O)COc3ccc(OC)cc3)ccc21,0,-3,108,5,-6,0,-3.0,3,105
COc1ccccc1OCc1ccc(C(=O)NCC2CCCO2)o1 (centres undefined),1,4,105,5,17,2,-0.7,1,107
c1ccc2[nH]c(NCCCN3CCOCC3)nc2c1,3,3,103,1,62*,0,1.1,1,99
CCc1ccc(CN(C)C(=O)C2CCC(=O)N(Cc3cccc(OC)c3)C2)nc1 (centres undefined),-1,8,103,2,6,0,-1.2,3,105
O=C(COC(=O)c1ccc(Cl)nc1)NCc1cccs1,6,3,107,1,-2,0,-0.5,-1,100
Cc1oc(-c2ccc(Cl)cc2)cc1C(=O)/C(C#N)=C/Nc1ccccc1,-1,3,98,1,16,0,-2.6,2,99
Cc1cc(C(=O)NNC(=O)CCCOc2ccccc2)c(C)o1,3,6,94,2,-7,4,-0.2,1,96
O=c1cc(CSc2nnc(-c3cccnc3)n2-c2ccccc2F)nc2sccn12,15,29,104,29,30,3,-5.8,0,101
O=C(NCCCN1CCOCC1)C(=O)NCC1CCCO1 (centres undefined),8,5,88,2,16,2,-1.8,1,94
Cc1ccc(OCc2nnc(SCc3cc(=O)[nH]c4ccccc34)n2-c2ccccc2)cc1,1,-3,99,3,11,3,1.9,-2,98
COc1ccc(C(=O)c2c3ccccc3[n+]([O-])n2CCC(N)=O)cc1,-9,-5,102,0,55*,3,-1.7,0,101
Cc1ccc(/C=N/NC(=O)CN2CCN(Cc3ccccc3)CC2)o1,9,0,117,3,16,0,0.4,0,105
COC(=O)Cn1c(O)c(N=NC(=O)c2ccc3c(c2)OCO3)c2ccccc21,1,-5,91,-1,-8,0,-3.7,-1,88
Cc1cc(NC(=O)c2sc3ccccc3c2O)no1,x,x,94,x,-53,1,-3.0,x,70
Cc1cc2c(n1-c1ccc(Cl)cc1)CC(C)(C)CC2=O,5,0,100,1,10,3,1.2,-3,102

# (listing goes on)
SMILES,GLD-1 RNA inh,MCL1-BIM inh,AGP1-GFP MLPCN,Bcl-xL primary,VLA-4 inh,GRK2 aptamer HTS,MEX-5 binding,Fam108B counter,CIT2 TOR yeast
Cc1ccccc1NC(=O)Cc1nnc(SCC(=O)N2CCN(c3ccccc3)CC2)n1C,5,3,x,1,11,5,1.6,1,84
O=C(CN1C(=O)C2C3C=CC(C3)C2C1=O)Nc1cccc(S(=O)(=O)N2CCCC2)c1 (centres undefined),7,-8,94,-17,-14,0,-0.1,1,107
O=S(=O)(Nc1cc(Cl)cc(Cl)c1)N1CCOCC1,8,-1,106,5,-11,6,-2.9,3,107
Cc1ccc2cccc(Oc3ncnc4scc(-c5ccc(Cl)cc5)c34)c2n1,2,2,101,4,15,1,-1.8,-7,94
CCc1ccccc1C1C(=O)c2ccccc2C1=O,6,1,104,4,0,0,-0.5,-2,107
CCOC(=O)Cn1c(=O)oc2cc(S(=O)(=O)Nc3ccc(F)cc3)ccc21,5,2,101,4,-28,3,-4.8,0,99
Cc1cccnc1NC(=O)c1ccc(COc2ccccc2)o1,-1,-1,89,1,19,0,0.2,3,x
COc1ccc(OC)c2[nH]c(=O)c(CCNC(=O)c3ccc(S(=O)(=O)N4CCCC4)cc3)cc12,-4,5,98,8,21,2,-0.5,1,95
COc1ccc(NC(=S)N2CCC(C(=O)N3CCCCCC3)CC2)cc1,-10,3,100,-1,-4,2,-0.2,3,95
Cc1cccc(S(=O)(=O)Nc2ccc(-n3c(C)nc4ccccc4c3=O)cc2)c1,-11,5,89,2,3,0,-3.2,0,79
Cc1ccc2[nH]c(=O)c(CN(Cc3cccs3)C(=S)NCc3ccco3)cc2c1,6,2,101,2,4,5,3.5,-5,98
N#Cc1sc2nc(-c3cccs3)cc(-c3ccc(Cl)cc3)c2c1N,8,8,95,2,16,4,4.1,3,100

# Entries above that contain bromine (two):
SMILES,GLD-1 RNA inh,MCL1-BIM inh,AGP1-GFP MLPCN,Bcl-xL primary,VLA-4 inh,GRK2 aptamer HTS,MEX-5 binding,Fam108B counter,CIT2 TOR yeast
Brc1ccc(-c2csc3ncnc(-n4nnc5ccccc54)c23)cc1,-5,0,84,-2,-2,1,-0.7,-8,82
Cc1nc2c(Br)cc(Br)cc2cc1O,10,3,86,1,9,0,0.8,3,x
